# PPARg SRC-3 ag – PPARgamma agonists recruiting SRC-3 coactivator, primary screen, biochemical; Peroxisome proliferator-activated receptor gamma (Homo sapiens), P37231; biochemical PPARgamma/SRC-3 coactivator recruitment assay; activation, % at 8 µM; 200,000 compounds, 0.26% hits; AID 731, 2007; in the data active means activation above about 23%;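 further: 0% = DMSO and 100% = reference agonist; some compounds past the cut are filed as inactive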
# TNAP act hiacc – TNAP activators at high phosphate acceptor level, primary screen, biochemical, luminescence, uHTS. purified TNAP, CDP-star luminescence, 1 M DEA, 30 min; hits give high values; 0 = EDTA background, 1 = DMSO-only activity. activation factor at 20 µM. 200,000 tested, under 10 active. AID 1136, 2008;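 active means activation factor at least 2 at 20 µM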
# Target sequence (P05186 whole entry, looked up): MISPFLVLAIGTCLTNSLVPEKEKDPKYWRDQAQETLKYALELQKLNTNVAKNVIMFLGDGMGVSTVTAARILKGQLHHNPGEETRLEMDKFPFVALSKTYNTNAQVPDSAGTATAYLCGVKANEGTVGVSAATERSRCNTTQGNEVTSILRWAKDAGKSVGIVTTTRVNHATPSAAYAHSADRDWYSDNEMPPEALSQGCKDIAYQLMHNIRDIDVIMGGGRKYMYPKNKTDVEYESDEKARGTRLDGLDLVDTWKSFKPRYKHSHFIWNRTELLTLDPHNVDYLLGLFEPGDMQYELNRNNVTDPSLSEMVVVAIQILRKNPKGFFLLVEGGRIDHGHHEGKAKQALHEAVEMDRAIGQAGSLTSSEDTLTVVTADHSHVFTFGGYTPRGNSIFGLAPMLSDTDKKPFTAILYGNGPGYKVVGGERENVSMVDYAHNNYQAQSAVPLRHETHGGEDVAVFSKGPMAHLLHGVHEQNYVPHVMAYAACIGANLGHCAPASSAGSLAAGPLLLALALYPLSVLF
#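 Assay system: human TNAP; Input: enzyme diluted 1/800 final; Reagent: CDP-star luminogenic substrate at 100 µM final; Timing: 30 min, room temperature; Signal: luminescence; Evaluation: TNAP activation factor scaled between EDTA and DMSO control wells.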
# PPARg SRC-2 ag – agonists of PPARg-SRC-2 recruitment, primary screen, biochemical, HTS. Peroxisome proliferator-activated receptor gamma (Homo sapiens), P37231. PPARgamma LBD-SRC-2 recruitment. activation, % at 8 µM. 200,000 compounds, 0.34% hits. AID 1032, 2008; in the data active means activation above about 22%;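 further: 0% = vehicle and 100% = reference agonist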
# PPARg SRC1 recr – PPARgamma agonists recruiting SRC-1 coactivator, primary screen, biochemical | Peroxisome proliferator-activated receptor gamma (Homo sapiens), P37231 | PPARgamma-SRC-1 coactivator recruitment biochemical assay | activation, % at 8 µM | 200,000 compounds, 0.41% hits; in the data active means activation above about 19%;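 further: 0% = DMSO and 100% = reference agonist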
# SRC2 TRFRET art – TR-FRET signal artefacts, primary screen, artefact control for PPARgamma SRC-2 agonist project, biochemical; TR-FRET artefact counter-screen; hits give high values; TR-FRET ratio at 8 µM; 200,000 compounds, 0.4% hits; AID 1049, 2008; in the data active means TR-FRET ratio above about 2000; further: inactives centre near 1500
# STAT3 blocker – IL-6 driven STAT3 reporter inhibitors, primary screen, U3A cells, luciferase, luminescence, MLSCN library; IL-6 STAT3-luciferase reporter; host cell line lacks STAT1; inhibition, % at 5.5 µM; 190,000 compounds, 0.89% hits; AID 862, 2007;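 active means inhibition above the mean inhibition across all screened compounds plus 3 SD, cut at about 44% in these data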;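 further: 0% = DMSO only wells and 100% = 100 µM nifuroxazide control wells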
# ROMK primary – ROMK potassium channel modulators, primary screen, cell-based, thallium flux, MLSMR library | ATP-sensitive inward rectifier potassium channel 1 (Homo sapiens), P48048 | Tet-inducible ROMK, thallium flux fluorescence; actives lie on both sides | B-score at 10 µM | 130,000 compounds, 2% hits;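 active means signal ratio slope over the read window, or its plate-corrected B-score, at least 3 SD from the plate mean, either direction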;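 further: B-score of the F/F0 ratio slope over 7 to 12 s after thallium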
# Target sequence (P48048 whole entry, looked up): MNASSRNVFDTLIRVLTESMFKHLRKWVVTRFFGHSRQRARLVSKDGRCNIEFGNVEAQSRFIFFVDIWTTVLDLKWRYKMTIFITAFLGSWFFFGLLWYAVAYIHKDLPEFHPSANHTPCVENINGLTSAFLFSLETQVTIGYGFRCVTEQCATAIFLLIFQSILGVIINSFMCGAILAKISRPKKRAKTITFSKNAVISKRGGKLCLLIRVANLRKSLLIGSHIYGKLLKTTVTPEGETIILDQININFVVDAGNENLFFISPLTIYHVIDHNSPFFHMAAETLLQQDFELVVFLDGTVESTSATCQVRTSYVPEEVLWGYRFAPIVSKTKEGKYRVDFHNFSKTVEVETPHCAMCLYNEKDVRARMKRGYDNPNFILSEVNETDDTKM
# bIAP activator – bovine intestinal alkaline phosphatase activators, primary screen, biochemical, bovine IAP, CDP-star luminescence; alkaline phosphatase, intestinal [Bos taurus]; purified bovine IAP, 30 min; hits give high values; fold of DMSO-control signal, blank-subtracted; activation factor at 20 µM; 200,000 compounds, 0.17% hits; AID 1016, 2008;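 active means activation factor of 2 or more at 20 µM, a signal rise over negative controls twice the positive control's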
# STAT1 blocker – STAT1 signaling inhibitors, primary screen, cell-based, HTS, luciferase reporter; inhibition, % at 5.5 µM; AID 920, 2007; NIH 3T3 STAT1-luciferase reporter, IFN-gamma, luminescence; 200,000 compounds, 0.35% hits;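 active means inhibition above a set limit, the mean inhibition across all tested compounds plus 3 SD, cut at about 34% in these data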;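 further: 0% = IFN-gamma with DMSO and 100% = IFN-gamma with 300 µM nifuroxazide; values of inactives mirror those of a sister screen read the other way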
# bIAP inh – bovine intestinal alkaline phosphatase inhibitors, primary screen, selectivity assay for TNAP inhibitor project, biochemical, bovine IAP, CDP-star luminescence. purified bovine IAP, 30 min. inhibition, % at 20 µM. 190,000 tested, under 10 active;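 active means over 50% inhibition of intestinal alkaline phosphatase at 20 µM in the single-dose screen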
#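 Incubation: 30 min reaction at room temperature / Material: purified bovine intestinal alkaline phosphatase (IAP) enzyme / Input: enzyme at 1/65,000,000 dilution / Dosing: 20 µM single dose / Signal: CDP-star luminescence signal / Reagent: CDP-star chemiluminescent phosphatase substrate, 30 µM final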
# STAT3 act – IL-6 driven STAT3 reporter potentiators, primary screen, U3A cells, luciferase, luminescence, MLSCN library | IL-6 STAT3-luciferase reporter; 100% = signal with IL-6 EC80 alone | activation (% of control), % at 5.6 µM | 190,000 compounds, 0.91% hits | AID 871, 2007;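 active means activation above the screen-wide mean of compound activation plus 3 SD, cut at about 130% in these data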;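 further: 0% = background luminescence of wells with medium and substrate only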
#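 Material: human U3A cells carrying STAT3-luciferase construct. Measured by: reporter luminescence signal. Timing: compound 1 h, then IL-6 6 h at 37 °C.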
# * = called active by the depositor; x = not tested or not shown.
SMILES,PPARg SRC-3 ag,TNAP act hiacc,PPARg SRC-2 ag,PPARg SRC1 recr,SRC2 TRFRET art,STAT3 blocker,ROMK primary,bIAP activator,STAT1 blocker,bIAP inh,STAT3 act
N/C(Cc1ccc([N+](=O)[O-])cc1)=N\OC(=O)c1cccc(Br)c1,-2.9,1,2.3,0.2,1673,4.4,-0.889,1,1.3,-0.5,102.0
CCOC(=O)C(C)n1cnc2sc(C)c(C)c2c1=O (stereo unspecified),6.5,1,8.8,3.5,1687,4.2,x,0.9,-5.1,6.6,97.3
COCCn1c(C)nnc1SCC(=O)Nc1ccccc1[N+](=O)[O-],2.6,1.1,0.6,11.1,1630,4.3,1.36,1.1,4.1,-5.5,98.3
Cc1oc2ccc(O)cc2c1C(=O)c1ccc([N+](=O)[O-])cc1,-4.5,1,3.6,2.1,1332,6.4,0.646,0.9,0.2,8.2,95.8
COc1ccc(-n2cc(CNCCc3nc(C)cc(C)n3)c(-c3ccccc3Cl)n2)cc1,-1.4,1,-8.2,-9.9,1501,-3.1,0.636,1.2,3.9,-20.5,104.8
O=C(CSc1nnc(SCc2ccccc2)s1)N/N=C/C=C\c1ccco1,1.2,0.9,5.4,-1.5,1773,6.2,-0.16,1,11.6,2.9,97.9
CCOC(=O)c1c(C)nc2c(c1-c1ccc(OC)cc1)C(=O)CC(C)(C)C2,-5.6,1,-11.6,-8.5,1456,-2.1,x,1,-1.3,-3.4,110.8
CSc1nc2nc3c(c(=O)n2[nH]1)CCC3,0.9,1,2.3,-3.5,1523,-2.5,1.45*,0.9,-3.4,8.4,102.3
COc1cccc(C(=O)/C=C/Nc2ccc(S(=O)(=O)Nc3nc(C)cc(C)n3)cc2)c1,-0.6,1,1.5,0.4,1546,-3.3,0.319,0.7,3.2,28.5,100.6
COc1ccccc1/C=C\C=N\n1c(C2CCCCC2)n[nH]c1=S,1.7,1,6.9,-3.5,1348,15.2,x,0.9,-3.6,12.3,88.2
CC(C)(C)c1ccc(OCCN2CCCC2)cc1,-2.5,1,-0.5,-4.7,1552,4.3,x,1,-1.6,2.8,99.5
COc1ccc2c(c1)c(=O)c(Br)c(C)n2Cc1ccccc1,-3.1,1,-4.4,1.4,1391,2.4,x,0.9,-11.4,14.5,103.6
COc1ccc(OCC(=O)Nc2ccccc2O)cc1,4.1,1,3.4,3.7,1452,10.8,0.131,0.9,12.6,13.6,95.7
Oc1c(C(c2cccs2)N2CCN(c3ccccc3)CC2)sc2ncnn12 (stereo unspecified),1.8,1,-1.4,5.2,1650,4.5,x,0.9,-1.4,9.6,100.3
O=S(=O)(c1ccccc1)c1cnn(-c2ccccc2)c1-c1ccc(Cl)cc1,7.4,1.1,2.8,-3.3,1492,6.8,x,0.9,0.5,11.7,100.2
COc1ccc(S(=O)(=O)N2CCOCC2)cc1NC(=O)CN1CCCC1,-0.2,1,1.4,-1.5,1524,8.3,0.146,1.1,7.3,-7.3,94.2
CCCC(=O)Nc1ccc(C(=O)Nc2cc(C(F)(F)F)ccc2Cl)cc1,-3.6,1,4.4,3.3,1567,28.8,x,0.9,13.3,13.3,83.7
Cc1ccc(C2CC(c3ccccc3C)n3nc(N)nc3N2)cc1 (stereo unspecified),-0.4,1,-0.7,-4.6,1431,5.2,x,1,-8.3,-3.7,95.9
Cc1ccc(C(=O)O)cc1NC(=S)NC(=O)c1ccc([N+](=O)[O-])cc1Cl,2.3,1,2.1,-0.8,1544,-5.2,x,1,-1.3,-1.2,105.1
CC1=C(C(=O)Nc2cccnc2)C(c2cccnc2)n2nc(-c3cccs3)nc2N1 (stereo unspecified),4.9,1,1.5,2.2,1540,11.1,x,1,1.4,-2.1,93.8
O=C(NC1CCCc2ccccc21)c1ccc2c(c1)OCO2 (stereo unspecified),0.6,1,-0.1,0.2,1382,-14.0,0.18,0.9,-8.2,7.4,110.9
Cc1noc(C)c1CN(C(=S)NC(C)C)c1ccccc1,0.1,1,-7.8,-9.6,1471,-13.8,x,1,-9.4,-0.2,107.5
CCCN(CCC)CCCNC(=O)c1cc2cc3ccc(OC)cc3nc2o1,3.9,1,5.9,1.5,1443,-6.6,x,0.9,-6.8,6.9,108.7
Cc1cccc(C(=O)NNC(=O)c2ccco2)c1,-0.3,1,-6.1,7.6,1571,8.1,0.148,1,-1.3,2.1,96.9
CN(C)CCCNc1oc(-c2cccc(Cl)c2)nc1C#N,-1.9,1,-8.0,1.8,1435,-0.6,-1.61,0.9,8.6,7.3,103.0

# Overlap with the part before: four entries, followed by the next part.
SMILES,PPARg SRC-3 ag,TNAP act hiacc,PPARg SRC-2 ag,PPARg SRC1 recr,SRC2 TRFRET art,STAT3 blocker,ROMK primary,bIAP activator,STAT1 blocker,bIAP inh,STAT3 act
Cc1noc(C)c1CN(C(=S)NC(C)C)c1ccccc1,0.1,1,-7.8,-9.6,1471,-13.8,x,1,-9.4,-0.2,107.5
CCCN(CCC)CCCNC(=O)c1cc2cc3ccc(OC)cc3nc2o1,3.9,1,5.9,1.5,1443,-6.6,x,0.9,-6.8,6.9,108.7
Cc1cccc(C(=O)NNC(=O)c2ccco2)c1,-0.3,1,-6.1,7.6,1571,8.1,0.148,1,-1.3,2.1,96.9
CN(C)CCCNc1oc(-c2cccc(Cl)c2)nc1C#N,-1.9,1,-8.0,1.8,1435,-0.6,-1.61,0.9,8.6,7.3,103.0
CCNC(=O)CSc1nc(-c2ccccc2)cs1,5.2,1,8.3,4.9,1566,13.1,-0.191,1.1,-19.7,-10.6,90.1
Cc1nn(-c2ccccc2)c(N2CCCC2)c1/C=N/NC(=S)Nc1ccccc1F,1.2,0.9,-5.4,-5.6,1477,2.4,x,0.7,-31.9,33.5,94.6
O=C(Cc1ccccc1)N/N=C/c1ccccc1Cl,-0.6,1.1,8.4,5.8,1628,21.9,x,0.7,-7.3,26.3,89.7
Cc1ccc(/C=N/n2c(-c3cccs3)n[nH]c2=S)cc1,16.3,0.9,16.8,7.6,1580,24.4,x,0.9,2.8,10.0,82.0
COc1ccc([C@H]2[C@H](C(=O)OC(C)(C)C)N3N=Cc4ccccc4C3C23C(=O)c2ccccc2C3=O)c(OC)c1 (stereo partly specified),2.3,1,1.9,5.5,1688,-0.7,x,1,6.9,-4.0,101.3
CCCS(=O)(=O)N1CCC(C(=O)NCCN(CC)c2ccccc2)CC1,2.5,1,13.9,7.9,1522,0.9,x,0.9,-5.5,9.0,102.1
O=C(c1ccccc1F)c1cc2c(cc1[N+](=O)[O-])OCCO2,-3.5,1,-7.8,3.0,1333,-3.7,-0.00282,0.8,-6.2,15.3,111.6
N#CCNC(=O)c1cccn1-c1ncc(C(F)(F)F)cc1Cl,0.3,1,0.4,6.7,1782,-1.7,0.091,1,-0.4,1.3,103.2
CCOC(=O)Cc1csc(NC(=O)CCCN2C(=O)c3ccccc3C2=O)n1,-1.9,1.1,-0.6,2.7,1549,7.5,x,0.9,0.4,7.7,96.6
COc1ccccc1N1CCN(C(=O)COc2ccc(S(=O)(=O)NC(C)(C)C)cc2)CC1,6.9,1.1,0.0,16.9,1416,25.3,0.0548,1.1,10.1,-6.6,82.0
CN1CCN(c2ccc(C(=O)NC3CCCCC3)cc2[N+](=O)[O-])CC1,2.0,1,4.5,1.7,1501,2.2,x,1,-12.1,0.1,104.3
Cc1ccc(C)c(NC(=O)CSc2nnc(C)c(=O)n2N)c1,1.7,1,0.9,-0.5,1586,13.7,0.145,1,12.6,1.9,88.3
COc1cc(NC(C)=O)ccc1-c1cc2ccccc2oc1=O,1.4,1,11.8,15.5,1672,-17.8,x,1.4,-3.9,-37.9,117.9
N#Cc1c2ncn(CC(=O)c3ccc(Br)cc3)c(=O)c2c2n1CCC2,4.0,1.1,4.7,11.7,1764,13.9,x,1,5.2,4.2,91.7
CC(=O)NC(Cc1ccc(C(C)C)cc1)C(=O)NC1CCN(C(=O)c2cccc(C)c2)CC1 (stereo unspecified),0.0,1,1.7,3.3,1668,7.0,0.0281,1.1,8.6,-7.9,100.0
COc1cc(C(N)=O)ccc1OCc1ccccc1,5.9,1,2.2,2.1,1702,-2.6,-0.605,1,-3.8,4.5,102.1
CC(NC(=O)c1cc(-c2ccccc2)nc2ccccc12)C1CCCO1 (stereo unspecified),4.7,1,3.2,8.0,1775,4.5,-0.769,0.9,-1.4,6.3,101.0
Cc1ncc(S(=O)(=O)c2ccccc2)c(-c2ccccc2Cl)n1,-1.3,1,-0.8,-4.7,1439,6.0,1.77,1.1,-0.8,-7.8,99.7
CCOC(=O)c1cnc2c(OC)cccc2c1N1CCN(c2ccc(OC)cc2)CC1,10.6,1,6.2,6.0,1719,8.3,x,1.1,4.8,-5.2,95.4
Cc1nc2ccc(NC(=S)NCc3ccccc3)cc2nc1C,0.6,1,0.9,-0.2,1644,26.2,0.572,0.9,-20.5,9.9,80.9
Cc1cc(NC(=O)CN(C)S(=O)(=O)c2cccc(Cl)c2)no1,1.1,1,0.1,2.7,1713,8.8,-0.0543,1.2,-4.5,-23.5,96.0
CC(C)Cc1c2c([nH]c(=S)c1C#N)CCCC2,3.7,1.1,4.4,10.7,1622,3.2,-0.00318,1,7.9,1.3,98.4
CCCn1c(SCC(=O)NC2CCCc3ccccc32)n[nH]c1=O (stereo unspecified),0.4,1,-5.4,2.3,1670,-2.9,-0.332,1,-6.4,-1.5,103.5
O=C(O)c1ccc2c(=O)[nH]c(CN3CCOCC3)nc2c1,7.9,1,-7.0,-1.8,1588,7.3,0.55,1,-4.1,-2.6,98.7
CN(C)CCC1CCN(c2cc(C#N)c(C#N)cc2[N+](=O)[O-])CC1,3.7,0.9,0.4,9.8,1794,16.4,0.149,0.8,1.1,18.1,89.3
N#CC(C#N)=C1NC2(CCCC2)Cc2ccccc21,0.7,1,-4.9,-2.0,1581,-5.0,1.52,1,-1.4,-0.8,106.3
O=C(NCc1nc2ncc(Br)cc2[nH]1)c1ccccc1,9.4,1,2.0,-4.3,1396,5.7,x,1.2,-8.9,-20.7,98.7
Fc1ccc(CNc2nc(-c3ccccc3)nc3ccccc23)cc1,2.7,1.1,6.8,1.0,1507,18.5,0.711,0.9,6.5,8.3,88.6

# Assay outcomes (PubChem)
